High-throughput results deposited in PubChem by Sanford-Burnham Center for Chemical Genomics.
TAG inh = triacylglycerol accumulation inhibition; 0.66% of 230,000 active; inhibition, % at 12.5 µM; H9c2 cells, Nile Red lipid (TAG) fluorescence; cells loaded with 200 µM oleic acid; AID 651582;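 active = pattern-corrected inhibition of lipid staining of at least 50% with the nuclear-stain viability signal not falling by more than 50%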;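 note: 0% = DMSO wells and 100% = triacsin C control wells; some results filed as inactive read as strong as hits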
TAG inh DAPI viability = also measured in TAG inh; calls as there; DAPI nuclei signal change (viability), lower = more cytotoxic, %;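 whole-well DAPI fluorescence read on a plate reader as a viability signal; minus 50 percent equals half of cells still viable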
An asterisk follows results filed as active.

SMILES	TAG inh	TAG inh DAPI viability
COCCNC(=O)C1Nc2ccc(OC(F)(F)F)cc2C2C=CCC12 (configuration not stated)	3.1	-9.6
CCn1cc(C(=O)NCc2cccs2)c(=O)c2ccc(C)nc21	-18.9	105.3
O=C(CSc1nc2ccccc2s1)N1c2ccccc2Sc2ccccc21	-27.4	9.7
COc1ccc(CN2CCN(S(=O)(=O)c3ccc(NC(C)=O)cc3)CC2)cc1	-32.5	13.6
Cc1cc(N)n(Cc2cccs2)n1	-5.5	2.6
CCOC(=O)N1CCN(C(=O)Nc2ccc(Cl)cc2)CC1	-9.4	-5.4
CCOC(=O)/C=C1\SCC(=O)N1CC(O)CN1C(=O)CS/C1=C/C(=O)OCC (configuration not stated)	-6.0	1.2
CC(C)CN(C(=O)COc1ccc(C(C)(C)C)cc1)C1CCS(=O)(=O)C1 (configuration not stated)	14.1	-4.3
CCN(Cc1ccncc1)C(=O)c1ccccc1NS(=O)(=O)c1ccc(Br)cc1	-6.1	5.2
CCNC(=O)CN1C(=O)NC2(CCCCCC2)C1=O	2.5	0.0
COc1cc(NC(=O)c2ccccc2C)c(OC)cc1NC(=O)CN1CCOCC1	-0.1	-6.4
O=C(CCN1CCOCC1)NNC(=S)NC(=O)c1ccccc1	-5.6	8.6
COc1ccccc1N(C)S(=O)(=O)c1ccc(C(=O)Nc2ccc(C(N)=O)cc2)cc1	8.1	0.0
N#Cc1c(NC(=O)c2cccnc2)sc2c1CCC2	0.4	-0.3
NC(=O)Nc1ccc(Cl)cc1	2.5	-7.9
COCCn1c(SCC(=O)Nc2ccccc2OC)nc2c(oc3ccccc32)c1=O	6.5	-16.5
C[C@]12c3[nH]c4ccc(Cl)cc4c3CCN1C(=O)[C@@H](CC(=O)NCCN1CCOCC1)C[C@@H]2C(=O)N1CCCCC1	23.0	2.5
O=C(CSc1nnc2ccccn12)N1CCc2ccccc21	0.4	2.7
CCOc1ncccc1C(=O)OCc1cn2cc(Cl)ccc2n1	20.6	-3.4
CCOc1cc(-c2c(C#N)c(N)nc3c2CCCC3C)ccc1O (configuration not stated)	-10.4	10.3
c1ccc(-c2nc(N3CCCCC3)nc3ccccc23)cc1	4.9	1.3
Cn1c(=O)c2c(nc(N3CCOCC3)n2CCSc2ncccn2)n(C)c1=O	4.9	-4.5
COc1cccc(/C=N\NC(=O)C2C(=O)NCC2c2ccccc2)c1O (configuration not stated)	-20.0	-4.6
Cc1ccccc1C(=O)NC(=S)Nc1ccc(S(=O)(=O)N2CCN(C)CC2)cc1	6.9	4.8
Cc1c(C(=O)NCC2CCCO2)oc2ccccc12 (configuration not stated)	11.2	-0.8

Arranged by count of non-hydrogen atoms (rising): three of the compounds above.
SMILES	TAG inh	TAG inh DAPI viability
CCNC(=O)CN1C(=O)NC2(CCCCCC2)C1=O	2.5	0.0
CC(C)CN(C(=O)COc1ccc(C(C)(C)C)cc1)C1CCS(=O)(=O)C1 (configuration not stated)	14.1	-4.3
Cc1ccccc1C(=O)NC(=S)Nc1ccc(S(=O)(=O)N2CCN(C)CC2)cc1	6.9	4.8

Next structures:
SMILES	TAG inh	TAG inh DAPI viability
O=C1c2oc3ccccc3c(=O)c2C(c2cccc(O)c2)N1c1ccccn1 (configuration not stated)	8.7	-9.3
O=S(=O)(Cc1ccccc1)N1CCN(Cc2ccc(Br)cc2)CC1	6.9	-4.8
COc1ccccc1/C=C1\SC(=S)N(CCC(=O)NC2=NCCS2)C1=O	-2.0	8.8
CCc1nc2c(OCC(=O)c3ccc(F)cc3)cccn2c1N(C)C(=O)c1ccc(OC)cc1	-14.6	16.6
COc1ccc(NC(=O)CC2SC(=Nc3ccccc3)NC2=O)cc1 (configuration not stated)	-9.8	-5.1
Cc1ccc(C(=O)Nc2ccccc2N2CCCC2)cc1	-7.3	-11.4
COc1ccc(NC(=O)C(=O)NCC2CCCN2S(=O)(=O)c2cccs2)cc1 (configuration not stated)	40.5	-22.6
Cc1nn(C)cc1C(=O)NNC(=S)Nc1ccccc1	-26.3	3.4
Cc1noc(C)c1CSCC(=O)N(C)CC(=O)Nc1ccccc1C(F)(F)F	7.0	-7.7
Cc1oc(-c2ccccc2Cl)nc1CS(=O)(=O)CC(=O)NCCN1CCOCC1	-2.4	-13.3
COc1cccc(NC(=O)CSc2ccc3nnc(-c4ccncc4)n3n2)c1	-0.1	-14.9
COc1cccc(N(C(=O)c2ccco2)C(C(=O)NC2CCCC2)c2ccc(N(C)C)cc2)c1 (configuration not stated)	-2.8	-2.7
COC(=O)c1c(-c2ccc(Br)cc2)csc1NC(=O)Cc1ccc(OC)c(OC)c1	3.3	4.1
Nc1sc2c(c1C(=O)NC1CCS(=O)(=O)C1)CCC2 (configuration not stated)	3.3	10.0
N=C1/C(=C\c2ccc(SCc3ccccc3)o2)C(=O)N=C2SC(CC(=O)N3CCOCC3)=NN12	6.0	-6.4
Cc1cc(C)c(S(=O)(=O)NCCSCc2ccco2)c(C)c1	-14.4	1.6
COc1ccc(OCCOC(=O)CN2C(=O)NC3(CCCC3)C2=O)cc1	-20.4	1.2
COC(=O)c1cc(NC(=O)CSC2=NCCS2)cc(C(=O)OC)c1	2.8	4.3
COCCNc1ncnc2c1ncn2[C@H]1CN(Cc2ccc(Cl)cc2)C[C@@H](CO)O1	18.3	-7.6
O=C(Nc1cccc(-c2csc(Nc3cccc(C(F)(F)F)c3)n2)c1)c1cc([N+](=O)[O-])cc(C(F)(F)F)c1	58.1*	-25.2*
O=C(Nc1cccn(Cc2c(Cl)cccc2Cl)c1=O)c1ccc(Cl)cc1Cl	3.5	-6.2
COC(=O)COc1cccc(NC(=O)c2cc(OC)cc(OC)c2)c1	-9.9	0.1
Nc1nc(N)c2cc(Sc3ccc4ccccc4c3)ccc2n1	-37.4	10.1
CC(=O)Oc1ccc(-c2ccc(C(=O)OCC(=O)N(C)CC(=O)Nc3ccccc3Cl)cc2)cc1	-0.2	-0.8
O=C1CC2CCCC(C1)S2=O (configuration not stated)	0.1	-2.3
Further records
SMILES	TAG inh	TAG inh DAPI viability
CC1(C)Cc2cccc(OCC(=O)N3CCN(c4ccccc4F)CC3)c2O1	-0.8	-7.7
COc1ccccc1/C=C/C1(C(=O)NC2CCCC2)CC(=O)N1c1ccccc1 (configuration not stated)	32.9	-29.5
Cc1ccc([C@@H]2C[C@H]3[C@@H](CN2S(=O)(=O)c2ccc(C)cc2)C(=O)C[C@@H](c2ccc(C)cc2)N3S(=O)(=O)c2ccc(Cl)cc2)cc1	24.7	0.9
O=C(COC(=O)c1cc(Cl)ccc1O)Nc1cc(C(F)(F)F)ccc1N1CCOCC1	1.5	2.0
Cc1ccc(Cl)cc1Nc1nc(-c2sc(NC(=O)C(C)(C)C)nc2C)cs1	-15.8	-13.0
O=C(COC(=O)c1cccc(S(=O)(=O)N2CCOCC2)c1)Nc1ccc2c(c1)OCO2	-7.2	0.1
CCOc1ccc(-c2c(C(=O)N/N=C/c3ccccc3)nnn2-c2nonc2N)cc1	-8.4	-0.9
Cc1cnc(NC(=O)Cn2cnc3c2c(=O)n(C)c(=O)n3C)s1	6.6	-8.4
COc1ccc(CCNc2ncnc3cc(OC)c(OC)cc23)cc1OC	-17.5	-9.2
NS(=O)(=O)c1ccc(NC(=O)COC(=O)c2ccco2)cc1	4.5	-3.5
Cc1ccc(N2C(=O)CC(N(O)C3CC(=O)N(c4ccc(C)cc4)C3=O)C2=O)cc1 (configuration not stated)	10.1	5.7
O=c1c2ccc(Cl)cc2[nH]c(=S)n1CCCN1CCOCC1	-20.1	10.0
COc1ccc(S(=O)(=O)N2CCCCCC2)cc1C(=O)NCc1ccccc1Cl	-9.1	-2.0
COc1cc(C)c(C)cc1S(=O)(=O)N1CCCCC1c1cccnc1 (configuration not stated)	-6.8	3.9
COc1ccc(S(=O)(=O)NC(=O)C2(C)CCN2C(=O)C2(c3ccccc3)CC2)cc1 (configuration not stated)	5.7	13.5
O=C(Cc1ccc([N+](=O)[O-])cc1)Nc1ccc(O)cc1C(=O)O	-11.6	57.2
Cc1ccnc(NC(=O)CCC(=O)N(CC(=O)NC2CCCCC2)c2ccc3c(c2)OCO3)c1	6.8	-4.5
CCN(CC(=O)NCc1cccs1)C(=O)c1ccc(S(=O)(=O)Nc2ccccc2Cl)cc1	-0.5	-3.9
O=C(NNC(=O)c1cccc2ccccc12)c1ccccc1O	-14.1	-19.0
CC(=O)c1ccc(S(=O)(=O)N2CCN(C(=O)CN3C(=O)NC4(CCCC4)C3=O)CC2)cc1	4.5	-2.0
Cc1cc(F)ccc1S(=O)(=O)Nc1ccc(C(=O)N2CCCCC2)cc1	-28.6	9.0
CC(Oc1ccc(S(=O)(=O)N2CCCC2)cc1[N+](=O)[O-])C(=O)NC(C)c1ccccc1 (configuration not stated)	6.7	-8.8
COc1cc(/C=N/NC(=O)C[n+]2ccccc2)cc(OC)c1OC	-9.6	5.4
CCN(C(=O)CSc1ncccn1)c1cccc2ccccc12	-6.5	0.5
O=C(NCCc1ccccc1)C1CCC(=O)N(CCCN2CCCC2=O)C1 (configuration not stated)	9.6	2.1
Following part:
SMILES	TAG inh	TAG inh DAPI viability
COC(=O)C(C(=O)OC)C(C[N+](=O)[O-])c1ccc(OC)c(OC)c1 (configuration not stated)	5.4	21.5
O=C(NN1C(=O)c2ccccc2C1=O)c1ccc2c(c1)C(=O)N(CC1CCCO1)C2=O (configuration not stated)	17.6	-9.4
COC(=O)c1c(NC(=O)CN2CCOCC2)sc2c1CCC(C)C2 (configuration not stated)	-1.4	-3.8
C=CCNC(=O)C1CCC(=O)N1S(=O)(=O)c1ccc(C)cc1 (configuration not stated)	0.9	-0.3
NS(=O)(=O)c1cccnc1Nc1cccc(Cl)c1Cl	-6.0	10.7
O=C(NC(=S)NNC(=O)c1cnccn1)c1ccc(F)cc1	1.9	-12.4
CC(Oc1ccc(Br)cc1)C(=O)NCC1(N2CCCCC2)CCCCC1 (configuration not stated)	-6.5	9.2
O=C1C(CSCc2ccccc2)NC(=S)N1c1ccccc1 (configuration not stated)	6.4	-4.2
O=Cc1cn(CC(=O)N2CCCCC2)c2ccccc12	-14.5	14.3
O=C(Cc1ccccc1)N1O[C@H]2C=C[C@@H]1CC2	2.3	-5.6
O=C1CNCc2[nH]c3ccccc3c2N1c1ccccc1	9.6	-10.2
COc1ccccc1/C=C/C=N/n1c(COc2ccccc2)n[nH]c1=S	-8.3	1.9
O=C(O)CSCc1c(F)cccc1Cl	12.4	-11.3
COc1ccc(CCN2CCCn3c2nc2c3c(=O)n(Cc3ccccc3F)c(=O)n2C)cc1OC	-3.9	-0.2
O=C(Cc1ccc(-c2ccccc2)cc1)NCc1cccnc1	20.5	-19.2
Cc1ccc2[nH]nc(C(=O)N3CCCC(C(=O)c4ccc(Cl)cc4)C3)c2c1 (configuration not stated)	-16.4	7.2
CC(C)=CCC/C(C)=C/CNC(=O)C[C@H]1C[C@H](C(=O)N2CCOCC2)[C@@]2(CCC3CCCC3)c3[nH]c4cc(-c5ccco5)ccc4c3CCN2C1=O	62.0*	24.9*
COc1ccc(OCC(O)CNC(=O)c2ccc(OC)cc2)cc1 (configuration not stated)	-4.0	-8.4
CCC(NC(=O)CCCc1ccccc1)c1ccccc1 (configuration not stated)	1.0	-2.9
COc1cc(NC(=O)c2cccc3c2C(=O)N(Cc2cccnc2)C3)cc(OC)c1OC	13.3	2.2
CCOC(=O)[C@@H]1[C@H]2COc3ccccc3[C@H]2N2C(=O)N(c3ccc(F)cc3)C(=O)[C@]12C	-3.6	-5.8
C=CCNC(=S)Nc1ccc(Br)cc1F	-23.0	13.5
COc1cccc(-c2ccc(SCC(=O)N3CCN(c4ccccc4)CC3)nn2)c1	-6.5	10.5
CC(=O)c1ccc(OCc2c(-c3ccccc3)nnn2CC(=O)NS(=O)(=O)c2ccccc2C)cc1	3.0	-6.3
Cc1ccc(C(=O)OCC(=O)NC(=O)NCc2ccccc2)cc1C	-13.1	-4.6

Grouped by structure, those above containing a tert-butyl group.
SMILES	TAG inh	TAG inh DAPI viability
CC(C)CN(C(=O)COc1ccc(C(C)(C)C)cc1)C1CCS(=O)(=O)C1 (configuration not stated)	14.1	-4.3
Cc1ccc(Cl)cc1Nc1nc(-c2sc(NC(=O)C(C)(C)C)nc2C)cs1	-15.8	-13.0

Following part.
SMILES	TAG inh	TAG inh DAPI viability
O=C(CCNS(=O)(=O)c1cccc(C(F)(F)F)c1)NC1CC1	22.3	-10.9
CCc1ccc(-n2c(=O)c3c(C)c(C(=O)N(C)C)sc3n(CC(=O)NCC3CCCO3)c2=O)cc1 (configuration not stated)	3.7	3.1
COC(=O)C(=Nc1ccccc1)/C(C(=O)C(=O)N(C)c1ccccc1)=C(\O)c1ccccc1	-2.1	3.7
COC(=O)c1ccc(N=Cc2c(C(F)(F)F)[nH][nH]c2=O)cc1	8.1	1.3
c1ccc(CNc2ncnc3nc[nH]c23)nc1	-6.6	10.7
Cc1cc(C(=O)OCC(=O)Nc2cccc(S(N)(=O)=O)c2)c(C)o1	2.2	0.9
CCOC(=O)c1c(-c2ccc(C)o2)csc1NC(=O)COC(=O)c1ccc(NC(N)=O)cc1	4.8	5.0

One compound at a time (already shown).
Profile of COC(=O)C(=Nc1ccccc1)/C(C(=O)C(=O)N(C)c1ccccc1)=C(\O)c1ccccc1 = TAG inh: -2.1; TAG inh DAPI viability: 3.7
Profile of COC(=O)c1ccc(N=Cc2c(C(F)(F)F)[nH][nH]c2=O)cc1 = TAG inh: 8.1; TAG inh DAPI viability: 1.3
Profile of c1ccc(CNc2ncnc3nc[nH]c23)nc1 = TAG inh: -6.6; TAG inh DAPI viability: 10.7

This is a subset (hit frequency here may not be typical).
